Bioassay records as filed in PubChem.
HTT cytoprotect – protects HTT-Q103 PC12 cells, measured by ATP; PC12 HTT-Q103 induced, cytoprotection, ATP luminescence, 40 h; Potency, µM (top dose mostly 56.4 µM), inactives show cytoprotection (ATP increase), hits mostly activators; hit rate 0.14% among 230,000;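 note: % of control where 0% means no effect; nearly all actives have a fitted effect of over 45% in size; toxic huntingtin expression switched on by the ecdysone agonist tebufenozide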
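PC12 cells stably carrying ecdysone-inducible Htt exon 1 (Q103)–GFP were induced with 100 nM tebufenozide (final) alongside library compounds in a dose series. Cytoprotection was scored as retained ATP by ATPlite luminescence.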
Tau fluor cs – counter-screen for tau fibril formation inhibitors | Potency, µM (highest dose often 57.7 µM), inactives show at the top dose activity change, negative = decrease | hit rate 0.93% among 280,000 | tau K18 P301L Alexa594 fluorescence, heparin fibrillization; note: % is set by controls: 0 for no effect and ±100 for the full control effect; nearly all actives have a fitted effect of over 55% in size
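Human tau K18 P301L (15 uM unlabeled, 0.24 uM Alexa 594-labeled) in 100 mM sodium acetate pH 7 with 20 uM heparin, 6 hr at 37 C. ThT 30 uM added, 1 hr ambient; Alexa 594 FP and total fluorescence read at 555/632 nm.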
JMJD2E inh – blocks human JMJD2E demethylase activity; B2RXH2; JMJD2E catalytic domain, FDH-coupled NADH fluorescence (FDH is formaldehyde dehydrogenase); Potency, µM (series often up to 57.1 µM), for the others: at the top dose activity change, negative = inhibition, actives largely listed as inhibitors; hit rate 1.6% among 230,000; AID 2147; active = well fitted inhibition curve with a large enough effect, not every such curve was filed as active; inconclusive = small, poorly fitted or top-dose-only effect, or another doubt; inactive = no such curve, though single readings can be large or run the other way;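 note: 0% = wells with enzyme and -100% = buffer wells without enzyme; nearly all actives have a fitted effect of over 50% in size; many of its hits are not listed in these tables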
Target sequence (B2RXH2 1-337 limits assumed): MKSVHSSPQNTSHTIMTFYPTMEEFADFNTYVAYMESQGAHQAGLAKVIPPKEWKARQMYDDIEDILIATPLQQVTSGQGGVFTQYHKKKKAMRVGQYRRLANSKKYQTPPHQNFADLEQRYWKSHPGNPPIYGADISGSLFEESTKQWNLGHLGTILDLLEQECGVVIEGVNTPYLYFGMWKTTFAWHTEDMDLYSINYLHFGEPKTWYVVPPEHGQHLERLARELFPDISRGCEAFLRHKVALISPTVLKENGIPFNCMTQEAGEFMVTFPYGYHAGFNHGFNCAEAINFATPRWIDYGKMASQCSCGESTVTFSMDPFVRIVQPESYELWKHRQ
SMN2 splice enh – increases expression of the SMN2 splice variant. HEK293 SMN2-luciferase splicing reporter, luminescence, 30-36 h. Potency, µM (doses to about 46.1 µM), inactives show top-dose activity change, positive = activation, usual class: activators. hit rate 2.8% among 210,000; note: % of control where 0% means no effect; nearly all actives have a fitted effect of over 55% in size
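HEK293 cells carry an SMN2 minigene-luciferase reporter in which exon 7 inclusion puts luciferase in frame. Cells were seeded at 2000 cells/well, attached for 10-12 hours, then exposed to compounds for 30-36 hours at 37C before ONE-Glo luminescence.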
Tau FP inhib – inhibitors of human tau fibril formation | P10636 | K18 P301L tau heparin fibrillization, Alexa594 FP, 6 h | Potency, µM (highest dose often 57.7 µM), without a hit: top-dose activity, negative = inhibition, usual class: inhibitors | hit rate 0.39% among 280,000 | AID 1468; note: % is set by controls: 0 for no effect and ±100 for the full control effect; nearly all actives have a fitted effect of over 55% in size
Target sequence (P10636 561-689 P618L limits assumed): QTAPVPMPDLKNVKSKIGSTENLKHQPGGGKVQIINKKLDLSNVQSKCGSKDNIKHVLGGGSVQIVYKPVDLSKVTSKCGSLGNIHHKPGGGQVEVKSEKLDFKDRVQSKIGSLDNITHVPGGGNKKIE
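Read-out: fluorescence polarization of Alexa 594-labeled tau (0.24 uM), 555 nm excitation, 632 nm emission. Mixtures held 15 uM unlabeled K18 P301L, compound and 20 uM heparin, pH 7 acetate buffer, incubated 6 hr at 37 C.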
HttQ103 aggreg – inhibitors of mutant huntingtin aggregate formation in PC12 cells | hit rate 1.1% among 220,000 | Potency, µM (highest dose often 46.1 µM), for inactives: top-dose activity change, negative = inhibition, actives largely listed as inhibitors | PC12 HttQ103-GFP aggregates, Acumen cytometry, 40 h | AID 1688; note: % is set by controls: 0 for no effect and ±100 for the full control effect; nearly all actives have a fitted effect of over 60% in size
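Aggregates are detected as GFP objects 1–25 µm with signal 6 STDEV over background in lysates of induced PC12 cells. These carry Huntingtin exon 1 with 103 glutamines fused to GFP under an ecdysone promoter; compounds titrated.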
Tau ThT inhib – inhibitors of human tau fibril formation, thioflavin T binding. P10636. Potency, µM (top dose mostly 57.4 µM), for inactives: top-dose activity, negative = inhibition, usual class: inhibitors. recombinant tau K18 P301L, heparin-induced fibrillization, ThT fluorescence. hit rate 2.1% among 270,000; note: % is set by controls: 0 for no effect and ±100 for the full control effect; nearly all actives have a fitted effect of over 55% in size
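Fibril formation assay: tau K18 P301L at 15 uM with trace Alexa 594 label, heparin inducer 20 uM, pH 7 sodium acetate buffer, 37 C for 6 hr; endpoint ThT signal.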
ALDH1A1 inh – blocks purified human ALDH1A1 activity; P00352; Purified ALDH1A1, NADH fluorescence, propionaldehyde substrate; Potency, µM (highest dose often 75.3 µM), for inactives: at the highest dose activity, negative = inhibition, hits mostly inhibitors; hit rate 7.3% among 220,000; AID 1030; active = well fitted inhibition curve with a large enough effect, not every such curve was filed as active; inconclusive = small, poorly fitted or top-dose-only effect, or another doubt; inactive = no such curve, though single readings can be large or run the other way;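 note: plate controls were no enzyme wells and a reference inhibitor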
Target sequence (P00352 whole entry, looked up): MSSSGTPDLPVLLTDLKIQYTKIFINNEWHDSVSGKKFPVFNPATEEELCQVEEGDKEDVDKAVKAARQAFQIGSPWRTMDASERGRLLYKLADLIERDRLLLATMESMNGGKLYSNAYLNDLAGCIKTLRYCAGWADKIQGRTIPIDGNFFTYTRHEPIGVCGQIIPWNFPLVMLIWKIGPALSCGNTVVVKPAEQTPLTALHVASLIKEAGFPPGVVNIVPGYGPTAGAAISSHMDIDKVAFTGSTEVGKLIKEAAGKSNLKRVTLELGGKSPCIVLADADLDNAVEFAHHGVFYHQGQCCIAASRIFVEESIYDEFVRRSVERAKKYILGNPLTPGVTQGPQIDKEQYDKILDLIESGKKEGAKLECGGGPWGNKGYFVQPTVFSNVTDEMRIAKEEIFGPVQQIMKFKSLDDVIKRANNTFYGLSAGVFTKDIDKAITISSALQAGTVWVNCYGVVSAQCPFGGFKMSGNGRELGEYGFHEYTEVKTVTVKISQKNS
The depositor's hits bear a star; ? = inconclusive; nt = not tested or not shown; [ ] = remark or other dose. Unless noted, calls come from the whole dose curve; as a rule, active = well fitted curve in the direction sought with a large enough effect; inconclusive = small, poorly fitted or top-dose-only effect, or another doubt; inactive = no such curve, though single readings can be large; an effect the other way counts as inactive or inconclusive. Potency is the fitted concentration of half-maximal effect. Some of the compounds tested, so the mix of outcomes need not match the whole.

The opening 4 entries, to show the layout:
SMILES | HTT cytoprotect | Tau fluor cs | JMJD2E inh | SMN2 splice enh | Tau FP inhib | HttQ103 aggreg | Tau ThT inhib | ALDH1A1 inh
CCOC(=O)C1(C)Oc2ccccc2C(C(=O)OC)=C1C(=O)OC (stereo unspecified) | -31% | 4%[81.3 µM] | nt | nt | 14%[81.3 µM] | nt | -1%[81.4 µM] | 0%
COC(=O)c1c(NC(=O)/C=C/C(=O)O)sc(Cc2ccccc2)c1C | -25%[10 µM] | 6% | -14% | -11% | 13% | ? | -16% | ?
CC(C)CCNC(=O)COc1ccc2c(c1)C(=O)CC(C)(C)O2 | -14% | -9% | ? | 17% | -4% | 7% | -15% | ?
COCCCNC(=S)N1CCC(NC(=O)Nc2ccc(C)cc2)CC1 | 1%[10 µM] | 4% | -26% | -4% | 1% | 0%[9.22 µM] | -5% | 7%

This part in full, previewed entries included:
SMILES | HTT cytoprotect | Tau fluor cs | JMJD2E inh | SMN2 splice enh | Tau FP inhib | HttQ103 aggreg | Tau ThT inhib | ALDH1A1 inh
CCOC(=O)C1(C)Oc2ccccc2C(C(=O)OC)=C1C(=O)OC (stereo unspecified) | -31% | 4%[81.3 µM] | nt | nt | 14%[81.3 µM] | nt | -1%[81.4 µM] | 0%
COC(=O)c1c(NC(=O)/C=C/C(=O)O)sc(Cc2ccccc2)c1C | -25%[10 µM] | 6% | -14% | -11% | 13% | ? | -16% | ?
CC(C)CCNC(=O)COc1ccc2c(c1)C(=O)CC(C)(C)O2 | -14% | -9% | ? | 17% | -4% | 7% | -15% | ?
COCCCNC(=S)N1CCC(NC(=O)Nc2ccc(C)cc2)CC1 | 1%[10 µM] | 4% | -26% | -4% | 1% | 0%[9.22 µM] | -5% | 7%
COc1ccc(NC(=S)Nc2ccc3snnc3c2)cc1 | 36%[10 µM] | -19% | -2% | nt | -2% | -2%[9.22 µM] | -16% | ?
CCOc1ccc(CCNC(=O)C2=C(C)C(=O)OC23CCC(C)CC3)cc1 (stereo unspecified) | nt | -16% | 9% | -12% | 3% | 12% | -10% | -1%
C=CCn1c(N)c(C(=O)NCc2cccnc2)sc1=S | -2% | -15% | -3% | -4% | -11% | -4% | -15% | ?
Cn1nc(C(F)(F)F)c(/C=N/OC(=O)c2ccccc2Cl)c1SCc1ccc(Cl)cc1 | -78%[inhibitor] | -21% | 5% | -27% | -3% | ? | -9% | 6%
O=C(CCc1nc(-c2ccccc2)no1)NCC1CCCO1 (stereo unspecified) | -31% | -11% | 2% | 1% | -17% | -11% | ? | ?
CCOc1ccccc1NC(=O)C(NC(=O)C1CCC(C)CC1)C(C)C (stereo unspecified) | 3%[10 µM] | -5% | -4% | -2% | 0% | 17% | -3% | 3%
CCCCSc1nc(C)c(C(C)=O)cc1C#N | -27% | -17% | 1% | 6% | 4% | -1% | -12% | ?
CCN(C(=O)C1CCC(CNS(=O)(=O)c2cccc3nsnc23)CC1)c1ccccc1 (stereo unspecified) | nt | -8% | nt | -19% | -2% | nt | -7% | nt
OC[C@@H](O)[C@@H](O)CCc1ccccc1 | -19% | -5% | -4% | 6% | 9% | nt | -7% | -1%
CCNC(=S)NC1CC2CCCC(C1)N2Cc1ccco1 (stereo unspecified) | -4% | -3% | -7% | 3% | -1% | 15% | -8% | 3%
Cc1cc(Br)ccc1NC(=O)C(NS(=O)(=O)c1cccs1)c1ccccc1 (stereo unspecified) | nt | -17% | nt | 1% | -10% | nt | -4% | nt
CCCCCSc1nncc(=O)[nH]1 | 5% | 1% | -1% | -12% | -4% | 3% | -7% | 9%
C/C(=N\Nc1ccccn1)c1ccc(C#N)cc1 | 34%[10 µM] | -3% | -1% | -5% | 9% | ? | -11% | 1%
CC(=O)Nc1ccc2c(c1)c1ccccc1n2C(C)=O | nt | 4% | 7% | 9% | 7% | -6% | -6% | -1%
O=C(CSc1nnc(COc2ccccc2)o1)Nc1cc(C(F)(F)F)ccc1Cl | nt | -28% | nt | -19% | ? | nt | -2% | nt
CCOC(=O)c1cnn(-c2nc(C)nc3sc4c(c23)CCC4)c1N | -12%[10 µM] | -10% | -5% | -3% | -3% | -9% | -17% | -3%
Cc1ccc(-c2csc(-c3c(N)c(C(=O)c4ccc5c(c4)OCO5)n4ccccc34)n2)cc1C | nt | ? | nt | 3% | ? | nt | ? | nt
CC(C)Oc1ccc(C2C(C#N)=C(N)Oc3c2oc(CO)cc3=O)cc1 (stereo unspecified) | -14% | -4% | ? | -5% | 2% | 5% | -4% | ?
CNC(=O)CN(c1cccc2ccccc12)S(C)(=O)=O | -2%[0.074 µM] | 0% | -1% | 11% | 2% | -13% | -4% | 13%
CC(NC(=O)Cn1ccsc1=N)C12CC3CC(CC(C3)C1)C2 (stereo unspecified) | -10% | -17% | 2% | -13% | -24% | -7% | -13% | -6%
O=C1NC(=O)C2(COC(c3ccccc3Cl)OC2)S1 (stereo unspecified) | 19%[10 µM] | 4% | 7% | 20% | 2% | -18% | 3% | -5%
Cc1cc2nc(-c3cccc(NC(=O)COc4ccc(C(C)C)cc4)c3)oc2cc1C | nt | -7% | nt | 12% | -8% | nt | -4% | nt
COc1cc(-c2nc3ccccn3c2NCC2CCCO2)ccc1O (stereo unspecified) | -22% | -8% | ? | -5% | 4% | ? | -15% | ?
COC(=O)C1=NN(c2ccccc2)C2(S1)SC(C(C)=O)=C(C)N2c1ccccc1 (stereo unspecified) | 10% | -15% | 17% | -7% | -7% | -1% | -16% | -15%
Nc1nc(CN2CCN(c3ccc(F)cc3)CC2)nc(N2CCCc3ccccc32)n1 | -29%[0.074 µM] | -14% | -4% | -1% | 1% | 11%[9.22 µM] | ? | ?
CC(C)(C)C(=O)COc1ccccc1[N+](=O)[O-] | 25% | -6% | 4% | 9% | -5% | ? | -16% | 20µM*

An excerpt from above in order of molar mass, high to low.
SMILES | HTT cytoprotect | Tau fluor cs | JMJD2E inh | SMN2 splice enh | Tau FP inhib | HttQ103 aggreg | Tau ThT inhib | ALDH1A1 inh
COC(=O)C1=NN(c2ccccc2)C2(S1)SC(C(C)=O)=C(C)N2c1ccccc1 (stereo unspecified) | 10% | -15% | 17% | -7% | -7% | -1% | -16% | -15%
CCOC(=O)c1cnn(-c2nc(C)nc3sc4c(c23)CCC4)c1N | -12%[10 µM] | -10% | -5% | -3% | -3% | -9% | -17% | -3%
CNC(=O)CN(c1cccc2ccccc12)S(C)(=O)=O | -2%[0.074 µM] | 0% | -1% | 11% | 2% | -13% | -4% | 13%

The list continues.
SMILES | HTT cytoprotect | Tau fluor cs | JMJD2E inh | SMN2 splice enh | Tau FP inhib | HttQ103 aggreg | Tau ThT inhib | ALDH1A1 inh
COC(=O)c1sc(-c2ccccc2)cc1NC(=O)c1ccc(F)cc1 | 5%[10 µM] | -6% | ? | -7% | -1% | 5% | -2% | -7%
CCCCc1nc2c(c3c1C[C@H](C)OC3)CN(C(=O)Cc1cccc(OC)c1)CC2 | -15%[10 µM] | -7%[11.6 µM] | 1%[11.4 µM] | -5%[9.22 µM] | 4%[11.6 µM] | nt | -4%[11.5 µM] | 7%[13.5 µM]
CNC(=O)COC(=O)c1cc(-c2ccco2)nc2ccccc12 | -9%[10 µM] | -25% | ? | nt | -3% | 3%[9.22 µM] | ? | nt
COc1ccc(OC)c(C2CC(=O)c3c([nH]c(C(=O)OC4CCC(C)CC4)c3C)C2)c1 (stereo unspecified) | nt | -18% | nt | 2% | -16% | nt | -15% | nt
COc1ccccc1OCc1nc(C#N)c(NCc2ccco2)o1 | -18% | -9% | -1% | ? | 6% | -4% | -12% | -4%
CCCc1nc(SCC(=O)c2ccc(OC)cc2)c2c(=O)n(C)c(=O)n(C)c2n1 | 3%[10 µM] | 0% | 9% | -7% | -3% | 5% | -5% | 15%
CC1CC(C)CN(C(=S)Nc2ccc3nc4n(c(=O)c3c2)CCCCC4)C1 (stereo unspecified) | 21%[10 µM] | 6% | 0% | -71%[inhibitor] | 9% | -4% | 5% | -4%
O=C(CN(C(=O)c1cccc([N+](=O)[O-])c1)C1CCCCC1)Nc1ccc(Cl)c([N+](=O)[O-])c1 | 21%[10 µM] | ? | 7% | 2% | -3% | -6% | 2% | -3%
CCCC1=NN(C(=O)CCc2ccccc2O)C(O)(C(F)(F)F)C1 (stereo unspecified) | -22%[1.9 µM] | -3% | -4% | -11% | 3% | 1% | -1% | 3%
Nc1ccc(N2CCCCC2)cc1N1CCCCC1 | -23%[10 µM] | ? | -12% | -13% | ? | ? | ? | 4µM*
O=C(NCc1ccccc1)C1CCCN(S(=O)(=O)c2cccs2)C1 (stereo unspecified) | -8% | -11% | -3% | 10% | 8% | -14% | -13% | -1%
O=C(CCc1ccccc1)Nc1nc2n(n1)C(c1ccc(Cl)cc1)CC(=O)N2 (stereo unspecified) | -4% | -3% | -1% | 16% | 2% | ? | -10% | -4%
COCCn1c(=S)[nH]c2ccc(N(C)C)cc2c1=O | -20%[0.074 µM] | -14% | ? | 17% | -4% | -9% | 1% | ?
CC(C)(CNC(=O)c1cccs1)CNC(=O)c1cccs1 | -13% | 1% | 3% | -11% | 3% | -19% | -5% | 0%
CC(=O)c1c(C)[nH]c(C(=O)N2CCc3ccccc3C2)c1C | -15% | 2% | 7% | -8% | 5% | -3% | -1% | 0%
COc1cccc(-c2cc(C(=O)NCCN3CCOCC3)no2)c1 | -18% | -3% | 1% | 11% | 1% | 22% | -3% | 4%
Cc1ccc(S(=O)(=O)CCc2nc3ccccc3[nH]2)cc1 | 14%[10 µM] | 10% | -3% | -19% | 7% | 1%[9.22 µM] | 1% | 9%
O=C(c1cccnc1)N1CCN(S(=O)(=O)c2ccc(S(=O)(=O)N3CCCC3)cc2)CC1 | -15%[10 µM] | -6% | 2% | -4% | 4% | 13%[9.22 µM] | -10% | -14%
